Source: PubChem (several laboratories)
PP5 inh – PP5 phosphatase inhibitors, primary screen, biochemical, fluorescence; inhibition, % at 6.7 µM; hit rate 0.18% among 320,000; AID 1987, 2009; Serine/threonine-protein phosphatase 5 (Homo sapiens), P53041; purified PP5c, OMFP substrate fluorescence;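 active = inhibition above the campaign's mean inhibition across all tested compounds plus 3 SD, cut at about 9.5% in these data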;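 also: 0% = DMSO only and 100% = 100 µM cantharidin control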
Target sequence (P53041 whole entry, looked up): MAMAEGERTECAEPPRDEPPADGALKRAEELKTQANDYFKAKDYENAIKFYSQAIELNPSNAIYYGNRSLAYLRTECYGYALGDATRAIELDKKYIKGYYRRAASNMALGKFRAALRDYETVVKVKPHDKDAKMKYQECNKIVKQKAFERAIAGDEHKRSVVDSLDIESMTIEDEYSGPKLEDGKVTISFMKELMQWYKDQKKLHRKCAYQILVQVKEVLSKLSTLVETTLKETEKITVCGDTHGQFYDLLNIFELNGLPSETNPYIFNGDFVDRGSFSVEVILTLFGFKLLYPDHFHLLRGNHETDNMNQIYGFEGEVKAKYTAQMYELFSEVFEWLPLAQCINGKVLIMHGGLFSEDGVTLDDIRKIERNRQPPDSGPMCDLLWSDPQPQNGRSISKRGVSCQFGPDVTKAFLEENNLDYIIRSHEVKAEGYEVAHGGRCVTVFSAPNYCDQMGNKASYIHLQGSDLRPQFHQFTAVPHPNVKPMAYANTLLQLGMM
HCV core dimer – inhibitors of HCV core protein dimerization, primary screen, biochemical, TR-FRET, high-throughput | TR-FRET GST/Flag-core106 dimerization, 1536-well | inhibition, % at 5 µM | hit rate 0.33% among 300,000 | AID 1899, 2009;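 active = inhibition above the mean of all tested compounds plus 3 SD, set per screening campaign, cut at about 45% in these data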
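Assay system: Tagged HCV core106 pair (GST and Flag) | Buffer or medium: KF-containing HEPES buffer, pH 7.45, DTT, CHAPS, BSA | Also added: Eu donor and XL665 acceptor anti-tag antibodies | Dosing: One concentration, 5 µM, in 0.5% DMSO | Timing: 4 h at 22.5 °C | Technique: TR-FRET 671 and 617 nm emission | Repeats: Singlicate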
PP1 inh – PP1-alpha phosphatase inhibitors, primary screen, counter-screen for PP5 inhibitor project, biochemical, fluorescence, OMFP substrate, single point; inhibition, % at 6.7 µM; purified PP1alpha; hit rate 0.9% among 320,000; Serine/threonine-protein phosphatase PP1-alpha catalytic subunit (Homo sapiens), P62136;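 active = inhibition above the mean inhibition of all tested compounds plus 3 SD, computed separately for each screening campaign, cut at about 15% in these data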
Target sequence (P62136 whole entry, looked up): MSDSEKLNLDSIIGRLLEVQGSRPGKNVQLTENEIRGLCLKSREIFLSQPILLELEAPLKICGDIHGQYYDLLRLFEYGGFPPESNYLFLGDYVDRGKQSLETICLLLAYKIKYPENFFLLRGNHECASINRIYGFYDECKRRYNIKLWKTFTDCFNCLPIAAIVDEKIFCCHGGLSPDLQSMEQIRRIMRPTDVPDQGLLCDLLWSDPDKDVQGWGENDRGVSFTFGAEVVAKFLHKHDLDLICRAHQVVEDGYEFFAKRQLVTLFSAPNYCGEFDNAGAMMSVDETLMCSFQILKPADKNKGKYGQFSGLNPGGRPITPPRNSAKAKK
TPT1 inhibitor – Candida albicans TPT1 enzyme inhibitors, primary screen, biochemical, fluorescence polarization; inhibition, % at 5 µM; AID 1962, 2009; hit rate 0.81% among 300,000; recombinant caTPT1, FP RNA substrate dephosphorylation; tRNA 2'-phosphotransferase TPT1 (Candida albicans SC5314);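 active = inhibition above the mean of all tested compounds plus 3 SD, set per screening campaign, cut at about 24% in these data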;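 also: plate controls were DMSO alone for no effect and ferristatin control at 100 nM for full effect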
ZTA DNA inh – counter-screen for EBNA-1 inhibitors: inhibitors of Epstein-Barr virus ZTA; hit rate 0.15% among 320,000; ZTA-DNA binding, fluorescence polarization; inhibition, % at 11 µM; in the data active = inhibition above about 33%
Target sequence (P03206 whole entry, looked up): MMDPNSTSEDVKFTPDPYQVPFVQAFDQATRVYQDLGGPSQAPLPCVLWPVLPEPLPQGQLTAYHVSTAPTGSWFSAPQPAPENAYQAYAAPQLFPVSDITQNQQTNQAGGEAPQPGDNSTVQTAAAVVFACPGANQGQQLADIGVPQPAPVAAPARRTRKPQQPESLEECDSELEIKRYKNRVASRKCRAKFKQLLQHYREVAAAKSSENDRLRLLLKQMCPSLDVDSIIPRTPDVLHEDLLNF
CTSL1 counter – Fasciola hepatica cathepsin L1 inhibitors, primary screen, counter-screen for PFM18AAP inhibitor project, biochemical, QFRET, fluorogenic peptide substrate; recombinant F. hepatica cathepsin L1, Z-Leu-Arg-MCA fluorescence; inhibition, % at 5.96 µM; hit rate 0.49% among 300,000;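 active = inhibition above the mean of all tested compounds plus 3 SD, set per screening campaign, cut at about 17% in these data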;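 also: 0% = plate median of test compound wells and 100% = 1 µM Z-Phe-Ala-diazomethylketone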
CR mimetic SO – reduction of superoxide in aged yeast, primary screen, HTS | S. cerevisiae aged cells, superoxide DHE fluorescence; hits give low values | superoxide response (% of plate mean), % at 10 µM | hit rate 0.18% among 330,000;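 active = superoxide response under a set limit, about three screen SD below normal, cut at about 65% in these data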;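 also: yeast aged for seven days with compound at 30 °C before DHE staining; 100% = average MFI of all compound-treated wells on the plate with controls excluded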
EBNA-1 inh – EBNA-1 DNA-binding inhibitors, primary screen, biochemical, fluorescence polarization. inhibition, % at 14.8 µM. hit rate 0.34% among 300,000. AID 1950, 2009; in the data active = inhibition above about 28%
JMJD2C inh – inhibitors of GASC-1 histone demethylase, primary screen, biochemical, fluorescence, DELFIA europium. inhibition, % at 2.35 µM. hit rate 0.069% among 330,000. AID 2099, 2009. Lysine-specific demethylase 4C (Homo sapiens), Q9H3R0. GST-JMJD2C(1-420) H3K9me3 demethylation;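 active = more than half of a compound's replicate wells show inhibition beyond 50%, single wells judged on their own value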;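 also: signal counts dimethyl H3K9 product captured on neutravidin plate; 0% = median of DMSO wells and 100% = 0.3 times that DMSO median; strong numbers were not always called active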
The depositor's hits bear a star; / = not tested or not shown.

SMILES	PP5 inh	HCV core dimer	PP1 inh	TPT1 inhibitor	ZTA DNA inh	CTSL1 counter	CR mimetic SO	EBNA-1 inh	JMJD2C inh
O=[n+]1c2c(n([O-])c3ccccc31)CCCC2	-1.6	-9	-4	-2	14	0	99	6	-18
CC1CCCCN1C(=O)c1ccc(CS(=O)(=O)Cc2ccccc2)cc1 (configuration not stated)	-2.0	6	-2	-1	-1	2	95	-1	1
Cc1nnc(SCC(=O)Nc2ccc3[nH]c(=O)[nH]c3c2)s1	-0.3	1	-4	-1	-2	-6	101	-3	0
CCN1CCN(CC(=O)c2cc(OC)c(OC)c(OC)c2)CC1	-2.1	0	4	-4	3	-5	102	-1	3
COc1ccc2nc3oc(C(=O)N4CCC(C(N)=O)CC4)cc3cc2c1	2.2	-3	0	-5	-28	1	97	-1	-4
CCCCCN1CC(O)=C(c2ccccc2)C1=N	1.6	-12	-1	-4	7	3	97	-20	5
O=S(=O)(c1ccccc1)c1nc(-c2ccco2)oc1N1CCOCC1	-0.7	3	-1	-3	10	3	129	7	-10
CC(=O)c1cccc(NC(=O)Oc2ccccc2)c1	2.6	-11	-1	-3	-12	1	99	-8	3
CN(C)C(CNC(=O)C1CC(=O)N(Cc2ccccc2)C1)c1ccccc1 (configuration not stated)	-0.8	-1	-3	1	-9	-2	100	4	0
Cc1nc(NC(=O)CCl)sc1C(=O)N(C)C	-1.4	-2	-5	-1	5	13	91	-4	-10
COc1cccc(C(C)NC(=O)c2ccncc2)c1 (configuration not stated)	2.6	-12	-1	3	-1	0	105	9	-6
Cc1ccc(/C=N/NC(=O)c2nc3nc(C)cc(C)n3n2)cc1	0.9	-4	-5	0	12	5	100	-3	-5
Cc1ccc(Cn2c(SC(C)C(N)=O)nc3ccccc3c2=O)cc1 (configuration not stated)	1.5	0	-2	1	-6	2	98	3	0
O=C(CSc1ccccn1)N/N=C/c1cc([N+](=O)[O-])ccc1O	0.7	-9	1	0	-12	3	87	-1	-5
CCOC(=O)c1cnc2c(c(C3CC3)nn2C)c1N1CCOCC1	1.4	-2	-7	-3	11	-2	100	-10	13
CCOC(=O)N1CCN(C(=O)CCS(=O)(=O)c2ccc3c(c2)CC(C)N3C(=O)CC)CC1 (configuration not stated)	-0.8	-1	-3	1	3	-7	86	-1	3
Cc1cc(OC(=O)c2ccccc2)n(CCC#N)n1	-0.4	-7	-2	-7	-9	0	96	4	-1
COc1ccc(-c2csc(N(CCCN(C)C)C(=O)c3ccc(F)cc3)n2)cc1	3.2	-7	0	1	-2	1	102	-3	4
CCOC(=O)c1ccc(N2C(=O)CC(C3CCCO3)C2=O)cc1 (configuration not stated)	0.3	-1	-6	-8	6	-2	85	3	-1
COc1ccc(Cl)cc1S(=O)(=O)N(C)CC(=O)NCc1ccc2c(c1)OCO2	1.4	0	2	-3	1	-4	92	11	16

Three of these compounds, set out differently:
molecule | PP5 inh | HCV core dimer | PP1 inh | TPT1 inhibitor | ZTA DNA inh | CTSL1 counter | CR mimetic SO | EBNA-1 inh | JMJD2C inh
Cc1cc(OC(=O)c2ccccc2)n(CCC#N)n1 | -0.4 | -7 | -2 | -7 | -9 | 0 | 96 | 4 | -1
COc1ccc(-c2csc(N(CCCN(C)C)C(=O)c3ccc(F)cc3)n2)cc1 | 3.2 | -7 | 0 | 1 | -2 | 1 | 102 | -3 | 4
CCOC(=O)c1ccc(N2C(=O)CC(C3CCCO3)C2=O)cc1 (configuration not stated) | 0.3 | -1 | -6 | -8 | 6 | -2 | 85 | 3 | -1

(listing goes on)
SMILES	PP5 inh	HCV core dimer	PP1 inh	TPT1 inhibitor	ZTA DNA inh	CTSL1 counter	CR mimetic SO	EBNA-1 inh	JMJD2C inh
Cc1ccc(C(C(=O)NCc2ccc(F)cc2)N(C(=O)c2csnn2)C2CC2)o1 (configuration not stated)	-0.7	-5	-3	1	-14	-2	103	-8	-3
Cc1ccc(C(=O)NC(=O)CSc2nncn2C)cc1	1.3	-10	1	2	-11	-4	102	1	-7
CC(=O)C(Sc1nnnn1-c1ccc(O)cc1)c1ccccc1 (configuration not stated)	-0.3	2	-1	1	14	-3	96	2	-3
CNC(=O)Nc1ccc(C2SCCS2)cc1	-1.9	-1	-6	-1	5	-1	106	8	-1
CCOc1ccc(CN(C)C(=O)CCc2ccc(S(=O)(=O)N3CCCCCC3)cc2)cc1	3.9	/	7	/	-5	/	90	/	/
CC1CC(C)CN(C(=O)COC(=O)c2ccc([N+](=O)[O-])o2)C1 (configuration not stated)	3.0	/	-2	/	-6	/	132	/	10
Cc1c(C(=O)NCc2ccco2)cccc1[N+](=O)[O-]	0.3	0	-3	0	10	0	101	-2	3
COC(=O)c1ccc(CN(C(C)=O)c2ccccc2)o1	3.4	-4	0	-3	-10	2	100	-12	-5
COc1cc2nc(-c3ccc(Br)o3)oc(=O)c2cc1OC	0.9	3	0	0	6	3	113	-6	-6
CC(C)CNC(=O)c1ccccc1NC(=O)c1ccccc1N(C)S(=O)(=O)c1ccccc1	3.3	4	-3	2	4	4	95	-1	6
CCOC(=O)c1cccc(NC(=O)Cn2cnc3c2c(=O)n(C)c(=O)n3C)c1	0.5	-4	-1	-1	-11	3	90	1	1
CC(C)c1ccccc1N=C1SCCN1C1CCS(=O)(=O)C1 (configuration not stated)	0.2	7	-5	-4	5	-2	105	6	3
C=CCn1c(SCC(=O)NC(=O)c2cccc([N+](=O)[O-])c2)nnc1-c1ccccc1F	0.7	5	-2	0	5	-5	105	2	4
CCOC(=O)C1=C(C)Nc2ncnn2C1c1cc(OC)ccc1OC (configuration not stated)	0.0	4	-1	-2	9	-1	108	9	-7
COc1ccc(/C=C/C(=O)N2CCN(S(=O)(=O)/C=C/c3ccccc3)CC2)cc1OC	-2.0	-2	1	1	8	2	108	2	-7
O=C(CSC1=Nc2ccccc2C2=NC(c3ccccc3)C(=O)N12)NC1CCCCC1 (configuration not stated)	1.0	-5	-1	5	5	2	90	-11	5
O=C(CSc1ncnc2scc(-c3ccccc3)c12)NC1CCS(=O)(=O)C1 (configuration not stated)	0.0	-1	1	-3	-4	-1	94	7	6
COc1ccc(C2/C=C\CN(C(=O)Nc3ccccc3)CC(=O)N2Cc2ccc(F)cc2)cc1 (configuration not stated)	2.1	0	4	-2	-7	-2	/	1	-3
CCOc1ccc(CCN2C(=O)C3C4CCC(O4)C3C2=O)cc1OCC (configuration not stated)	5.9	/	4	/	-3	/	99	/	4
CCN(CC(=O)Nc1c(F)cccc1F)C(=O)CCNS(=O)(=O)c1ccc(C)c(C)c1	-2.0	-1	-6	3	8	3	95	16	25

The list goes on; the last 2 above are carried over.
SMILES	PP5 inh	HCV core dimer	PP1 inh	TPT1 inhibitor	ZTA DNA inh	CTSL1 counter	CR mimetic SO	EBNA-1 inh	JMJD2C inh
CCOc1ccc(CCN2C(=O)C3C4CCC(O4)C3C2=O)cc1OCC (configuration not stated)	5.9	/	4	/	-3	/	99	/	4
CCN(CC(=O)Nc1c(F)cccc1F)C(=O)CCNS(=O)(=O)c1ccc(C)c(C)c1	-2.0	-1	-6	3	8	3	95	16	25
COc1ccccc1-c1cc(C(=O)N/N=C/c2ccc(C)s2)c2ccccc2n1	5.5	37	-1	0	-23	2	110	-4	7
CCNC(=S)NNC(=O)c1cc(C)nc2ccccc12	0.4	-9	-1	-4	8	1	95	-5	9
O=C(/C=C/c1ccc(Cl)cc1)N1CCOCC1	-1.6	-9	-7	6	-7	-4	100	-3	8
CCC(C)(C)NC(=O)C(c1sccc1C)N(Cc1ccco1)C(=O)c1csnn1 (configuration not stated)	0.5	5	3	-2	4	5	103	8	0
O=C(NC(=S)NNC(=O)c1ccccc1O)c1cccs1	1.9	-2	4	1	4	1	79	-5	-2
CCOC(=O)c1sc(-c2ccccc2)cc1NC(=O)CSc1nnnn1C	1.6	8	-3	3	-6	6	101	-12	9
CCCCCCCc1c(O)nc(SCC(=O)O)[nH]c1=O	0.6	5	-2	2	11	-4	113	-14	-23
O=C(CSc1nnc(-c2cccnc2)o1)Nc1ccccc1F	-1.9	0	-5	2	-10	4	80	2	-7
Cc1ccc(C)c(NS(=O)(=O)c2ccc3c(c2)NC(=O)CCS3)c1	0.2	-1	1	-2	-2	1	105	2	-7
Cc1csc2nc(CSc3nc4ccccc4o3)c(Br)n12	4.8	8	5	4	-10	0	118	-7	-1
CC(C)(C)C1(c2ccccc2)NC(=O)N(CC(=O)N2CCOCC2)C1=O (configuration not stated)	1.8	6	-6	-1	-6	-3	127	-1	5
CC(=O)Nc1cc(NC(C)=O)cc(-c2nc3ccccc3[nH]2)c1	0.6	2	-3	3	12	-5	93	-2	-4
COc1ccc(OCc2cc(C(=O)N(C)CC3CCCCO3)no2)c(Cl)c1 (configuration not stated)	5.3	-4	5	-1	7	1	102	-2	-3
CCOc1ccc(Nc2cc(C)nc(N3CCOCC3)n2)cc1	-2.0	-6	3	-5	-10	1	109	0	5
COc1ccc(/C=N/NS(=O)(=O)c2ccc(NC(C)=O)cc2)cc1	2.8	-4	-1	-2	-8	4	102	2	32
Cc1cc(C)cc(NS(=O)(=O)c2c(C(=O)N3CCOCC3)c(C)n(C)c2C)c1	1.4	5	-3	-1	0	1	98	7	51
Cc1oc(-c2cccc(Br)c2)[n+]([O-])c1C	0.2	-3	-6	0	4	2	95	-8	-2
O=C(O)c1cc(-c2ccc(Cl)cc2)n(-c2ccc(F)cc2)n1	0.3	1	47*	-2	-9	-3	92	2	-10
CCC(=O)Nc1cccc(C2=NOC3(C2)C[C@H](C(N)=O)N(C(=O)Cc2ccc([N+](=O)[O-])cc2)C3)c1 (some centres not stated)	4.0	-2	5	-5	-15	-1	111	4	3
CC(C)COC(=O)c1ccccc1N1C(=O)C2C3CCC(C3)C2C1=O (configuration not stated)	-1.6	-6	-2	1	10	-3	94	11	-10
O=C(Nc1ccc(Oc2ccccc2)nc1)C1CCN(Cc2cccc(F)c2)CC1	3.1	-2	-2	0	-3	-1	98	5	17
COc1ccc(C2=NOC(C(=O)NCc3ccccc3)C2)cc1 (configuration not stated)	2.6	-3	0	2	-19	-24	89	-5	2
CCOC(=O)c1cc(=O)n2nc(-c3ccc(C)cc3)nc2s1	-0.9	-2	-1	-1	-19	-7	86	0	-2
CC1(C)NC(=O)N(CC(=O)OCC(=O)Nc2cc(S(=O)(=O)N3CCCCC3)ccc2Cl)C1=O	-0.5	3	2	3	17	-11	102	6	4
CC(NC(=O)COC(=O)CNC(=O)C1CCCCC1)c1ccccc1 (configuration not stated)	0.5	/	-3	/	2	/	101	/	2
Cc1ccc(CNC(=O)Cc2nc3nc(C)cc(C)n3n2)cc1	-4.8	-2	-1	1	8	-2	71	7	-24
CCC(=O)Nc1ccc(C(=O)CSc2nc(N)cc(N)n2)cc1	0.9	0	-3	2	-3	-2	98	-13	38
O=C(CSc1ccc(Cl)cc1)N1CCC(c2nc3ccccc3s2)CC1	1.9	10	4	-1	14	3	94	7	-9
CCOC(=O)C(Sc1cc(-c2ccccc2)nc2ncnn12)C(C)=O (configuration not stated)	3.6	-1	-5	5	-9	-3	124	-15	6
O=C(Oc1ccc2c3c(c(=O)oc2c1)CCCC3)c1ccco1	1.1	9	-2	-2	1	-17	98	-15	-9
CC1CN(c2nc3c(c(=O)n(C)c(=O)n3C)n2Cc2c(F)cccc2Cl)CC(C)O1 (configuration not stated)	5.3	-4	-6	3	1	3	115	-4	-10
